# Compound activity as filed in PubChem.
# TAG inh: inhibitors of triacylglycerol accumulation, primary screen, cell-based, uHTS, fluorescence, H9c2; 230,000 tested, 0.66% active; H9c2 cells, Nile Red lipid (TAG) fluorescence; cells loaded with 200 µM oleic acid; inhibition, % at 12.5 µM; AID 651582, 2012;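 active = pattern-corrected inhibition of lipid staining of at least 50% with the nuclear-stain viability signal not falling by more than 50%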;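 note: 0% = DMSO wells and 100% = triacsin C control wells; some results filed as inactive read as strong as hits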
# TAG inh DAPI viability: recorded beside TAG inh, whose call it bears; DAPI nuclei signal change (viability), lower = more cytotoxic, %;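 whole-well DAPI fluorescence read on a plate reader as a viability signal; minus 50 percent equals half of cells still viable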
# An asterisk follows results filed as active.
# Screens in order: TAG inh, TAG inh DAPI viability
COc1ccc(NC(=O)CCC(=O)c2ccc(F)cc2)cc1
  -13, 2
COc1cc(OC)cc(C(=O)N2CCN(Cc3ccccc3[N+](=O)[O-])CC2)c1
  3, -10
CCOc1ccccc1CN1CCN(C2CCN(c3ccccc3F)CC2)CC1CCO (configuration not stated)
  -7, 11
Cc1oc(-c2cccc(Cl)c2)nc1CS(=O)(=O)CC(=O)NCCN1CCCC1
  19, -8
COc1cc2c(cc1OC)CN(C(=O)c1cccs1)CC2
  -2, -10
COc1ccc(-c2nc(N)n(C(=O)c3ccco3)n2)cc1
  -4, -3
CN1CCN(NC(=O)/C=C/c2ccc(Br)cc2)CC1
  -3, 3
Cc1ccc([N+](=O)[O-])cc1N=C(c1cccc([N+](=O)[O-])c1)N1CCOCC1
  7, -6
Cc1ccc2nc(-c3ccccc3)cc(C(=O)N3CCN(c4ccccc4O)CC3)c2c1
  -4, 3
Cc1cccc(NC(=O)c2ccc3c(c2)CCN3S(C)(=O)=O)c1
  20, -3
CN(C)C(=O)C1C2NC(=S)N(c3cccc(Cl)c3)C1(C)Oc1ccc(Cl)cc12 (configuration not stated)
  -4, -3
c1ccc(CNCc2ccco2)cc1
  14, -4
Cc1nc(NC(=O)c2ccccc2)sc1-c1cc(C(=O)N2CCOCC2)nn1Cc1ccccc1
  22, -11
CS(=O)(=O)N(CC(=O)NCc1ccccc1)C1CCCCC1
  5, 2
O=C(Nc1ccccc1)C1=C(c2ccccc2)S(=O)(=O)CCS1(=O)=O
  93, -74

# Taken from the listing (4 entries):
# Screens in order: TAG inh, TAG inh DAPI viability
Cc1ccc([N+](=O)[O-])cc1N=C(c1cccc([N+](=O)[O-])c1)N1CCOCC1
  7, -6
Cc1ccc2nc(-c3ccccc3)cc(C(=O)N3CCN(c4ccccc4O)CC3)c2c1
  -4, 3
Cc1cccc(NC(=O)c2ccc3c(c2)CCN3S(C)(=O)=O)c1
  20, -3
CN(C)C(=O)C1C2NC(=S)N(c3cccc(Cl)c3)C1(C)Oc1ccc(Cl)cc12 (configuration not stated)
  -4, -3

# Next records
# Screens in order: TAG inh, TAG inh DAPI viability
N#CCCN(Cc1ccccc1)C(=O)c1cccs1
  -5, 3
Cc1ccnc(NS(=O)(=O)c2ccc(Oc3ccccc3)cc2)c1
  -2, 8
COC(=O)C1=C[C@@H](C(=O)OC)C2C3=C(C(=O)C24CCCCC4)[C@H](C)n2c(=O)n(-c4ccccc4)c(=O)n2[C@@H]3C1 (some centres not stated)
  4, -9
Cc1nn(C)c2ncc(C(N)=O)c(Oc3cccnc3)c12
  5, 7
O=C(O)/C=C/c1ccc(S(=O)(=O)N2CCN(CCN3C(=O)C4C5C=CC(C5)C4C3=O)CC2)cc1 (configuration not stated)
  -6, 3
Cc1cccc(C)c1Nc1nnc(SCC(=O)Nc2sccc2C#N)s1
  -3, 6
COc1cc(C2c3[nH]c4ccccc4c3CC3COC(=O)N32)cc(OC)c1O (configuration not stated)
  77, -50
CS(=O)(=O)c1ccc(Cl)c(NC(=O)C2CC(=O)N(Cc3ccccc3)C2)c1 (configuration not stated)
  -28, 5
O=C(CC1CC2CCC1C2)Nc1nc(-c2ccccn2)cs1 (configuration not stated)
  -4, -9
C#CCOCCOCCOCCNc1nc(N2CCN(C(=O)[C@H]([C@@H](C)CC)n3cc(CCCN=C(N)N)nn3)CC2)nc(N2CCN(C(=O)[C@H](Cc3ccc(O)cc3)n3cc(CCO)nn3)CC2)n1
  5, 12
CC(C)CCNC(=O)NC(=O)CSc1nnc(COc2ccccc2Cl)o1
  -19, 0
Cc1ccc(OCC(=O)Nc2ccc3c(c2)C(=O)NC3=O)cc1
  -5, 19
CC(=O)c1ccc(NC(=O)COC(=O)Cc2ccsc2)cc1
  -21, -12
Cc1cc(C)nc(NS(=O)(=O)c2ccc(NC(=S)NC(=O)c3cccnc3)cc2)n1
  -2, 12
O=C(CN1CCN(CC(=O)c2ccccc2)CC1)c1ccccc1
  -4, -3
O=c1[nH][nH]c(-c2ccccc2)c1C=Nc1ccccc1
  -2, -4
CC(=O)C(Sc1ncnc2sc3c(c12)CCCC3)C(C)=O
  6, 10
Brc1cccc2sc(N3CCCC3)nc12
  0, -10
Cc1noc(C)c1CSCC(=O)NCCN1C(=O)S/C(=C\c2ccccc2F)C1=O
  -11, 0
Cc1cccc(C)c1NC(=O)CNC(=O)C(C)NC(C)c1ccccc1Br (configuration not stated)
  -13, 5
CCc1ccc(N2C(=O)c3ccc4c5c(ccc(c35)C2=O)CC4)cc1
  -13, 19
CCOC(=O)Cn1c(=O)c2c(nc3n2CCCCN3c2ccc(C)cc2)n(C)c1=O
  -102, 4
NNC(=O)Cn1c(SCc2ccccc2)nc2ccccc21
  0, 5
CC(=O)NCCC(=O)Nc1ccc(C(N)=O)cc1
  -2, -5
O=C(NC(=S)Nc1ccc(CN2CCCCC2)cc1)c1cc2ccccc2o1
  -7, -3
CC(Sc1nnnn1C1CCCC1)C(=O)Nc1cccc(S(=O)(=O)N2CCOCC2)c1 (configuration not stated)
  -5, 3
COc1ccc(CCNC(=O)CCC(=O)N2CCOc3ccc(Cl)cc32)cc1OC
  18, -7
Cc1ccc(-c2cn(CCN)c(-c3ccncc3)n2)cc1
  0, 1
Cc1ccc(NS(=O)(=O)c2cc(C(=O)Nc3cccnc3)ccc2C)cc1
  6, 2
CCCCCC(=O)N1CC2(CC(c3cccc(NC(=O)CC(c4ccccc4)c4ccccc4)c3)=NO2)C[C@@H]1C(N)=O (some centres not stated)
  17, -1
COc1ccc2oc(C)c(C(N)=O)c2c1
  15, -6
CCOC(=O)C1=C(N)N2C(=O)C(C)SC2=C(C(=O)OC)C1c1ccccc1OC (configuration not stated)
  -7, 7
C[C@H](NS(=O)(=O)c1ccc(Cl)cc1)C(=O)OCC(=O)c1ccc[nH]1
  7, -7
O=C(O)C1Cn2c(nc3c(c2=O)C2(CCCC2)Cc2ccccc2-3)S1 (configuration not stated)
  8, -4
COc1cc(C(=O)O)nc2ccccc12
  -7, 6
COc1ccc([C@H]2CC(=O)C=C(c3cc(F)ccc3F)C2)cc1OC
  9, -4
Cc1ccc(OCC(=O)Nc2ccc(-c3nc4ncccc4o3)cc2)cc1
  14, 19
CC(O)(c1ccccc1)c1nc(-c2ccc(Cl)cc2)cs1 (configuration not stated)
  -2, 6
Cc1nc2ccccc2n(CC(=O)Nc2cc(Cl)cc(Cl)c2)c1=O
  8, 7
CC1(C)c2cc(Cl)ccc2-n2c1cc(O)c(-c1ccccc1)c2=O
  -9, 4
COC(=O)C1CCN(CC(=O)Nc2ccc(OC)c(Cl)c2)CC1
  -9, 1
COc1ccccc1N1CC(C(=O)OCC(=O)c2c(N)n(C)c(=O)n(C)c2=O)CC1=O (configuration not stated)
  14, -5
COc1ccc(C(=O)N2CC(c3ccccc3)CC2=O)cc1 (configuration not stated)
  4, -5
O=C(Cc1ccc2c(c1)OCCO2)Nc1cc(Cl)ccc1N1CCOCC1
  -2, -4
Nc1cc(Cl)ccc1N1CCCCCC1
  8, 6
O=C(COc1ncnc2sccc12)NC1CCCCC1
  0, 8
CC(C)NC1(C#N)CCN(Cc2ccccc2)CC1
  2, -2
O=C1NC(=O)C2(COC(c3cccc([N+](=O)[O-])c3)OC2)S1 (configuration not stated)
  10, -3
CC(=O)c1ccc(OCC(=O)NCCC2=CCCCC2)cc1
  -4, -3
Cc1ccc(NC(=O)CNC(=O)c2cccc(C)c2)nc1
  -8, 10
CC(C)C[C@@H](CO)N1CCN(Cc2cccc(C#N)c2)CCC1=O
  4, 3
Cc1cccc(N2CCN(c3ccc(N4C(=O)CCCC4=O)cc3[N+](=O)[O-])CC2)c1C
  2, 11
C=CCN(CCNP(=O)(OCC)OCC)CP(=O)(OCC)OCC
  10, 2
CCOC(=O)c1c(C)[nH]c(C(=O)OCc2nc3ccsc3c(=O)[nH]2)c1C
  -2, -7
CCCCN(CC)C(=O)CN(C)S(=O)(=O)c1cccc2nsnc12
  7, -4
CC(=O)OCC(=O)Nc1ccc(Br)c(C)c1
  -11, 1
Cc1c(NC(=O)Nc2cccc(C(F)(F)F)c2)c(=O)n(-c2ccccc2)n1C
  -76, 0
O=C(O)CC1(CC(=O)Nc2ccc3c(c2)OCCCO3)CCCCC1
  2, 3
COC(=O)c1ccc(-c2nc(-c3ccc(Br)o3)no2)cc1
  -11, 0
N#CC1(NC(=O)CSc2nc3ccccc3o2)CCCCC1
  -4, 4

# 2 of the compounds above, with each value named:
Cc1oc(-c2cccc(Cl)c2)nc1CS(=O)(=O)CC(=O)NCCN1CCCC1
  TAG inh = 19
  TAG inh DAPI viability = -8

COc1cc2c(cc1OC)CN(C(=O)c1cccs1)CC2
  TAG inh = -2
  TAG inh DAPI viability = -10

# The listing continues:
# Screens in order: TAG inh, TAG inh DAPI viability
Cc1ccc2c(C)c(C(=O)N3CCC(N4CCC(C(=O)NC5CC5)CC4)CC3)oc2c1
  3, 0
COc1ccc(OC)c2sc(N3CCc4ccccc4C3)nc12
  7, -5
c1ccc(-c2csc3nnc(SCc4ccc5c(c4)OCCO5)n23)cc1
  -108, -5
C=CS(=O)(=O)N(Cc1ccccc1Br)[C@H](CO)Cc1ccccc1
  -35, 6
COc1cccc(OCC(O)CNC(=O)c2oc3c(C)c(C)ccc3c2C)c1 (configuration not stated)
  -5, 2
Fc1ccc(-c2ncc3ccccn23)cc1
  -8, 15
Cc1ccccc1NC(=O)c1ccccn1
  1, -7
Cc1ccc(S(=O)(=O)Nc2cccc(C(=O)N3CCN(c4ccccc4O)CC3)c2)cc1F
  6, 3
COCCNC(=O)C1CC(c2ccccc2[N+](=O)[O-])=NO1 (configuration not stated)
  0, -8
COC(=O)Nc1ccc(S(=O)(=O)N2CCCCC2C(=O)O)cc1 (configuration not stated)
  10, 4
O=C(Nc1ccc2c(c1)OCCO2)c1ccoc1
  7, -5
Cc1ccc(-c2[nH]ncc2CNCCc2cnn(-c3ccccc3)c2)cc1C
  1, 4
O=C(NCCc1ccc(Cl)cc1)C1CC(=O)N(C2CCCCC2)C1 (configuration not stated)
  -4, -12
Cc1ccc(O)c(-c2cc(C(=O)Nc3cccnc3)[nH]n2)c1
  2, 1
CCCC(=O)N1CCC1(C)C(=O)NS(=O)(=O)c1ccccc1Cl (configuration not stated)
  4, 10

# 2 compounds picked at random from those above, as already listed:
# Screens in order: TAG inh, TAG inh DAPI viability
C=CS(=O)(=O)N(Cc1ccccc1Br)[C@H](CO)Cc1ccccc1
  -35, 6
Cc1ccnc(NS(=O)(=O)c2ccc(Oc3ccccc3)cc2)c1
  -2, 8

# Other structures follow.
# Screens in order: TAG inh, TAG inh DAPI viability
CCC/C(C)=N\Nc1nc2c(c(=O)n(C)c(=O)n2C)n1C
  3, -5
COCCCN1C(=O)c2ccc(C(=O)Nc3ccc(OC)cc3)cc2C1=O
  7, 4
Oc1cccc(/C=N/Nc2cccc3cccnc23)c1
  -8, 9
COc1ccc(OC)c(-c2csc(NC(=O)CN3C(=O)C4CCCCC4C3=O)n2)c1 (configuration not stated)
  11, -2
O=C(NC1CC1)C1CCN(c2ncnc3c2sc2cccc(F)c23)CC1
  -23, 2
CCN(CC)C(=O)C1=C(C)N(Cc2ccc(F)cc2)C(=O)C(CC(=O)NCC2CCCCC2)C1 (configuration not stated)
  7, -12
CCC(=O)CN(Cc1cc(OC)ccc1OC)S(=O)(=O)c1ccccc1Br
  -11, 5
N#CCN1C(=O)C2CCCN2c2ccc(S(=O)(=O)N3CCOCC3)cc21 (configuration not stated)
  -2, -8
O=C(c1ccc(CSc2nc3ccncc3[nH]2)cc1)N1CCCCCC1
  -16, 11
Cc1ccc(NCc2nnc(SCC(=O)Nc3cccc(O)c3)n2CC2CCCO2)c(C)c1 (configuration not stated)
  10, -1
CC(=O)N1CCN(C(=O)c2ccc(S(=O)(=O)Nc3ccccc3Cl)cc2)CC1
  -13, 5
CCc1nc2ccc(C(=O)NCc3ccc4c(c3)OCO4)cn2c1N(CC)CCOC
  2, -4
O=C(N/N=C\c1cn[nH]c1-c1ccc(Cl)cc1)c1cccs1
  6, 0
C(=N\Nc1ccc(-n2ccnc2)nn1)/c1ccccc1
  19, 2
O=C(CN1C(=O)C2CCCCC2C1=O)N1CCN(c2ccccc2)CC1 (configuration not stated)
  8, -7
c1ccc(CCNCc2cccs2)nc1
  9, 15
CCOc1cc(/C=C2/N=C(c3ccc4c(c3)OCO4)OC2=O)ccc1OC(C)=O
  -16, 6
Cc1ccc(-n2nc(-c3ccc(N)cc3)cc2N)cc1
  9, -7
Cc1ccccc1-c1cnc(C(O)c2ccc(F)c(F)c2)[nH]1 (configuration not stated)
  -7, 5
COc1ccc2[nH]c3c(c2c1)CCN1C(=O)C(CC(=O)NCCCn2ccnc2)C[C@H](C(=O)N2CCOCC2)[C@@]31C (some centres not stated)
  3, 3
C=CC[C@H]1CC(C)=C[C@H](CC=C)N1
  6, -7
O=C(Cn1nc(C(F)(F)F)c2c1CCCC2)N1CCOCC1
  9, -6
Cc1ccc(C(=O)N2CCOCC2)cc1S(=O)(=O)N1CCCC1
  9, 6
COc1ccc(/C(C)=N/NC(=O)C(NC(=O)c2ccccc2)c2n[nH]c(=O)c3ccccc23)c(OC)c1 (configuration not stated)
  -5, -2
Cc1ccc(Br)cc1S(=O)(=O)N1CCN(c2ccccc2)CC1
  -3, -1
Cn1c(C(=O)N2CCCC2)cc2c(=O)n(C)c3ccccc3c21
  9, 3
Cn1cccc1Cc1nnc(SCC(=O)Nc2ccc3c(c2)OCCO3)n1CCc1ccccc1
  14, -16
N#CCSc1ncccc1-c1nc2ccccc2[nH]1
  37, -9

# An excerpt; count on the stated rates, not on these rows.
